Compound activity deposited in PubChem by University of Kansas High Throughput Screening Laboratory.
mHTT-CaM PPI inh: disrupts binding of mutant huntingtin to calmodulin. P42858. AlphaScreen His-mHTT/GST-CaM binding, luminescence. inhibition, % at 15 µM. 3.6% of 190,000 active. AID 1671202;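 also: 0% = both proteins with DMSO and 100% = one protein alone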
Target sequence (P42858 whole entry, looked up, stated change not applied): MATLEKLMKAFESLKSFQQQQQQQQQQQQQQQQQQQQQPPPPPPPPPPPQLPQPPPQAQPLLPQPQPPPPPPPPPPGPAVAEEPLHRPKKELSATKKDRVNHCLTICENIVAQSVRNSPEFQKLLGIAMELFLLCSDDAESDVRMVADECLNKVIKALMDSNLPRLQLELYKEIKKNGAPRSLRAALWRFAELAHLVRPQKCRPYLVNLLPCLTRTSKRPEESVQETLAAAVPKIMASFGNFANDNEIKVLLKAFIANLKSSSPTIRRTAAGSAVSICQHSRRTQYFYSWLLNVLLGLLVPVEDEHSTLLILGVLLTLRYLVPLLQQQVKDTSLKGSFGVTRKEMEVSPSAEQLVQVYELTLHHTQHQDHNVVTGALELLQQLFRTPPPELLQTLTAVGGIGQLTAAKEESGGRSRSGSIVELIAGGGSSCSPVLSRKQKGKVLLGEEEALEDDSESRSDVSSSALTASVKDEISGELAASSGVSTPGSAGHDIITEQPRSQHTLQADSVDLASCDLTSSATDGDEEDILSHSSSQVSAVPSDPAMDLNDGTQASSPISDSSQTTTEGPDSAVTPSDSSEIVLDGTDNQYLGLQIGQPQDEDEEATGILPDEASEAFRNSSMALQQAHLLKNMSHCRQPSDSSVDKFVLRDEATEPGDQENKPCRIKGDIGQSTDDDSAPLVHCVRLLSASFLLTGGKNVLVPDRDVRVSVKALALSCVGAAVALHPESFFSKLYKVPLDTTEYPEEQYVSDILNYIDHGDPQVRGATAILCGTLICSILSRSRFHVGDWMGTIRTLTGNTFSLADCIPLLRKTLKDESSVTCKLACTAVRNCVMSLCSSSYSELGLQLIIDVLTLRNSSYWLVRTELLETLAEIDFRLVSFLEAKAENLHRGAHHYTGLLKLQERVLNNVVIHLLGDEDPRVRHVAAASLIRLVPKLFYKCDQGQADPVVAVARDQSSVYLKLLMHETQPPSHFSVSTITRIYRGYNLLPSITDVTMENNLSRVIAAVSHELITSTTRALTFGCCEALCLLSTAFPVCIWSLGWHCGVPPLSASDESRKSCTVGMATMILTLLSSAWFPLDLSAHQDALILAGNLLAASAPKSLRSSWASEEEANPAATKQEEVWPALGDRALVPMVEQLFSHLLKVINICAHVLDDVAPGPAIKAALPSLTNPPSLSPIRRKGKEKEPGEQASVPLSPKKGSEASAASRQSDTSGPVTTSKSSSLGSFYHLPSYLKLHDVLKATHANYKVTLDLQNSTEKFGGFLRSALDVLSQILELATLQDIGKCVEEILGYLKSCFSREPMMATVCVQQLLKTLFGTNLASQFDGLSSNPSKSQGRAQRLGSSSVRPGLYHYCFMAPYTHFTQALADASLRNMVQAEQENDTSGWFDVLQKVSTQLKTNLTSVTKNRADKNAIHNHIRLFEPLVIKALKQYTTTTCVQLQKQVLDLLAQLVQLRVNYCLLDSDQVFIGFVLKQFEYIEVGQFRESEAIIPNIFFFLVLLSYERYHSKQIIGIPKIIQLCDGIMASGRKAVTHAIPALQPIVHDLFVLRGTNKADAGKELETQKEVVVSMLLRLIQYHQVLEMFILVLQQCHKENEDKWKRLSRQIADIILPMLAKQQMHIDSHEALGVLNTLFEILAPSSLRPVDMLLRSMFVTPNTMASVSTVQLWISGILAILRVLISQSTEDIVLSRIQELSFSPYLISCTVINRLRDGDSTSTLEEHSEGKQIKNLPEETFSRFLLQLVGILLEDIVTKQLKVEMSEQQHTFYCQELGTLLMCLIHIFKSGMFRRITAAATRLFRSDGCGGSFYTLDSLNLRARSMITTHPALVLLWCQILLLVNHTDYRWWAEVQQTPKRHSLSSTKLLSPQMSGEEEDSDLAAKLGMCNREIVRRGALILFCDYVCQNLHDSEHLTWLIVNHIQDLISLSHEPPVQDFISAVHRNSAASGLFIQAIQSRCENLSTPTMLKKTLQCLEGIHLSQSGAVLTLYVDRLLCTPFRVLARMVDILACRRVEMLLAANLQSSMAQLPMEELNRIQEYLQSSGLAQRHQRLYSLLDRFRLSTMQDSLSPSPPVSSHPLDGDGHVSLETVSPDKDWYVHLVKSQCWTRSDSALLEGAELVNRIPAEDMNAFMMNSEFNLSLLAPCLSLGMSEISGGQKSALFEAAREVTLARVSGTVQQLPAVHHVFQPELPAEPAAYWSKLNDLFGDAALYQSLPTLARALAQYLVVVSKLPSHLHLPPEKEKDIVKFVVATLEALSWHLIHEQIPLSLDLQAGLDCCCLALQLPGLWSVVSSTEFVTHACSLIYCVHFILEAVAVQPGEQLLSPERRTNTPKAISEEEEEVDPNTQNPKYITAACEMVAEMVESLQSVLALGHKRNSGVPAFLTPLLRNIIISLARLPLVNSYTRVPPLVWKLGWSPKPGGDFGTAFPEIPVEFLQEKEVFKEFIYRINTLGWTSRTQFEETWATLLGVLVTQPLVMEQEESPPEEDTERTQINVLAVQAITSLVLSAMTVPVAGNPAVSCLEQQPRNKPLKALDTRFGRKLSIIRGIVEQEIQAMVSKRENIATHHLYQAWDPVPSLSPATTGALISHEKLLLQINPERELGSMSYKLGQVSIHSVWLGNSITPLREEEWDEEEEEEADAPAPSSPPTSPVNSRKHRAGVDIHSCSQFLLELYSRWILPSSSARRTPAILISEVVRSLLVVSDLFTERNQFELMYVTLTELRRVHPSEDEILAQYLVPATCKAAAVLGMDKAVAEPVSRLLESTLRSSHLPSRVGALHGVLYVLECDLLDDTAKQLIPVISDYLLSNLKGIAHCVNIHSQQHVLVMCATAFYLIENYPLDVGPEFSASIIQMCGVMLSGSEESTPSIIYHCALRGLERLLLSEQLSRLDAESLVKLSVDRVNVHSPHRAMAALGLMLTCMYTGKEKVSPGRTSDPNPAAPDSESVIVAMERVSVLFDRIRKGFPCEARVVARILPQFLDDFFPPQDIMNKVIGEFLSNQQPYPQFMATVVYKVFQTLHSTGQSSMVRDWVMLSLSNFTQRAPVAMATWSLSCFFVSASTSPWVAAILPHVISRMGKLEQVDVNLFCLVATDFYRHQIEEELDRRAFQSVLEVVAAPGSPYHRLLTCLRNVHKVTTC
Pf apPOL block: Pf-apPOL DNA polymerase inhibition. Recombinant Pf-apPOL, molecular beacon fluorescence, 1.5 h. inhibition, % at 10 µM. 0.25% of 210,000 active
Active calls of the source: *; i = inactive; · = not tested or not shown; & = joins results of further samples. Rule as the data show it: active = inhibition above about 50%; inactive = the rest. Rows were taken by chance. Share with any hit: about 3.6%.

SMILES	mHTT-CaM PPI inh	Pf apPOL block
O=c1c(Oc2ccccc2)c(C(F)(F)F)oc2c(O)c(O)ccc12	22	-2
CC(C)NC(=O)c1nnn(-c2ccccc2Cl)c1-c1cccnc1	-3	0
COc1cc(/C=C2/C(=O)N(c3ccc(C(=O)O)cc3)N=C2C)cc(OC)c1OC	1	0
CCN(CC)Cc1c(O)ccc2c(=O)c(-c3ccc4c(c3)OCCO4)coc12	0	-2
N#Cc1c(NC(=O)c2n[nH]c([N+](=O)[O-])c2Br)sc2c1CCC2	20	·
N#CC(=NNc1cc(C(F)(F)F)cc(C(F)(F)F)c1)S(=O)(=O)c1ccc(Cl)cc1	·	8&8
O=C(NCc1cccnc1)c1cnn2c(-c3ccc(Cl)cc3)ccnc12	-12	-5
CCN(CC)CCNC(=O)c1cc2cc(NC(C)=O)ccc2[nH]1	-4	-1
O=C(/C=C/c1cccc([N+](=O)[O-])c1)c1cccs1	8	-1
Cc1cccc2c1NC(=O)C2=Nc1ccc(Br)cc1	4	-1
Cc1ccc(NC(=O)c2cc3c(CO)cnc(C)c3oc2=Nc2ccccc2)cc1Cl	4	-4
Cc1c(C(=O)NC(C)CCc2ccccc2)oc2ccc(S(=O)(=O)N3CCOCC3)cc12 (stereo not drawn)	26	-8
NS(=O)(=O)c1ccc(NS(=O)(=O)c2ccc(NC(=O)c3ccccc3)cc2)cc1	-4&-2	-7&-9
NC(=O)C1CCN(C(=O)COc2ccc(Br)cc2)CC1	-5	-4
CC(=O)NS(=O)(=O)c1ccc(NC(=O)CCCOc2ccccc2)cc1	-1	6
COc1c(/C=C2\SC(=Nc3ccccc3)NC2=O)cccc1[N+](=O)[O-]	10	5
CSc1nnc(-c2ccc(NC(=O)c3ccccc3Cl)cc2)n1C	-2	-5
COc1cccc(NC(=O)N2CCCC(C)(C(=O)NCc3ccc(C)cc3)C2)c1 (stereo not drawn)	-4	-3
COc1cccc(NC(=O)N2CCCC3(C2)Nc2cccnc2NC3=NC2CCCC2)c1 (stereo not drawn)	22	-2
O=C(NCCN1CCOCC1)C1CCN(c2ncnc3c2nc2n3CCCCC2)CC1	-1	-3
COc1ccc(Cl)cc1NC(=O)C1CCN(c2nnc3ccccn23)CC1	42	-2
COC(=O)c1sc(C(=O)OC)c(O)c1O	8	·
CCC(=O)N1CCc2cc(Br)cc(S(=O)(=O)CCC(=O)NCC(OC)OC)c21	-2	-4
O=C(COc1ccc(Cl)cc1)NCCSc1c[nH]c2ccccc12	17	-6
CN1OCC(S(=O)(=O)NCc2ccc(F)cc2)C1c1ccccc1Cl (stereo not drawn)	-9	1
O=C1C(=O)N(CCCn2ccnc2)C(c2cccc(Br)c2)C1=C(O)c1ccccc1 (stereo not drawn)	-5	1
COc1nn(C)cc1C(=O)Nc1ccc(C(=O)NCc2c(F)cccc2F)cc1	-5	-5
O=C(Nc1ccc(Cl)cn1)C1(c2ccccc2)CC1(Cl)Cl (stereo not drawn)	-21	-4
COC(=O)c1ccc(C=C2SC(=S)N(C(CC(=O)O)C(=O)O)C2=O)cc1 (stereo not drawn)	1	0
Cc1nonc1-c1ccnc2nnc(N)n12	-1	·
CCOc1ccccc1N(C)C(=O)c1c[nH]c(=O)c2ccccc12	13	1
Cc1cc(C)n(-c2ccc(C(=O)NCc3ccc(F)cc3F)cn2)n1	-11	1
Cc1cccc(-c2nc(Cn3cnc4c(oc5ccccc54)c3=O)c(C)o2)c1	-7	-2
COc1ccc(SCc2nsc(Sc3ccc(OC)cc3)n2)cc1	·	0
CC1(C)CC(NC(=O)Cc2cccs2)CC(C)(C)N1	3	-5
Cc1ccccc1C1C=C(c2ccc(Cl)cc2)Nc2ncnn21 (stereo not drawn)	0	5
COc1ccc([N+](=O)[O-])cc1NC(=O)CC(C)c1ccccc1 (stereo not drawn)	2	-6
Cc1cccc(OCC(=O)N2CCC(c3nc(C(=O)N4CCCC4)c(C)o3)CC2)c1	3	1
CCOc1ccccc1NC(=O)CCCN1C(=O)c2cccnc2C1=O	7	-22
CC(C)Cn1c(=O)c2c(ncn2C(C)c2ccccc2)n(-c2ccccc2)c1=O (stereo not drawn)	3	-1
Cc1cc(Cl)ccc1NC(=O)c1cc2n(n1)CCCC2	-5	-1
O=C(Nc1ccc([N+](=O)[O-])cc1Cl)c1ccc2c(c1)OCO2	-4	-8
COc1ccc(OC)c(NC(=O)COc2cc(C)ccc2C)c1	3	1
Cc1nc(Cl)c(C(=O)N2CCC(C)CC2)c(C)c1Cl	-5	-6
CCN1CCN(c2ccc(NC(=O)C3CCCC3)cn2)C1=O	-8	-1
Cc1ccc(N2C(=O)CSC2c2ccc([N+](=O)[O-])cc2)cc1 (stereo not drawn)	8	0
O=C(CNCc1ccccc1)c1ccc(Br)cc1	-3	-2
CCCNC(=O)c1ccc(-c2ccnc(N3CCCCC3)n2)cc1	-9	-6
COc1ccc(C)cc1NC(=O)C1CN(C(=O)c2ccncc2)CC12CCCCC2 (stereo not drawn)	42	1
O=C(c1c(F)cccc1F)N1CCCC1c1ccc(Cl)cc1 (stereo not drawn)	-2	0
CCOC(=O)CNC(=O)c1ccc(-c2cccc([N+](=O)[O-])c2)o1	·	6
CCOc1ccccc1C1C(C(=O)Nc2ccc(C)cc2C)=C(C)Nc2ncnn21 (stereo not drawn)	-3	3
CC(C)c1ccc(C=C2SC(=S)N(C(CC(=O)O)C(=O)O)C2=O)cc1 (stereo not drawn)	6	-23
CCn1ccc(C(=O)Nc2nnc(-c3ccc(S(=O)(=O)N(C)C)cc3)o2)n1	8	-7
COCC(=O)N1CCc2c(c(-c3nnc(-c4ccccc4Cl)o3)nn2C)C1	10	-5
CC1(C)CC(=O)C2=C(C1)N(c1ncn[nH]1)C(N)=C(C#N)C2c1cccc(Cl)c1 (stereo not drawn)	-1	-5
O=C(NCc1ccccc1)C1CCCN(c2nc3ccccc3o2)C1 (stereo not drawn)	-6	-11
COc1ccc(C(=O)O/N=C(\N)c2ccccn2)c(OC)c1	i	5
CCC(=O)NCCc1csc(C2CCN(C(=O)c3ccccc3F)CC2)n1	-5	-2
COc1ccc(CN2CCN(Cc3cc(OC)c(OC)cc3OC)CC2)cc1	-2	-1

7 entries from above, arranged by SMILES length, smallest number first.
SMILES	mHTT-CaM PPI inh	Pf apPOL block
O=C(CNCc1ccccc1)c1ccc(Br)cc1	-3	-2
O=C(c1c(F)cccc1F)N1CCCC1c1ccc(Cl)cc1 (stereo not drawn)	-2	0
COc1ccc(CN2CCN(Cc3cc(OC)c(OC)cc3OC)CC2)cc1	-2	-1
CCC(=O)NCCc1csc(C2CCN(C(=O)c3ccccc3F)CC2)n1	-5	-2
O=C(Nc1ccc([N+](=O)[O-])cc1Cl)c1ccc2c(c1)OCO2	-4	-8
CCOC(=O)CNC(=O)c1ccc(-c2cccc([N+](=O)[O-])c2)o1	·	6
COc1ccc(C)cc1NC(=O)C1CN(C(=O)c2ccncc2)CC12CCCCC2 (stereo not drawn)	42	1

(further entries)
SMILES	mHTT-CaM PPI inh	Pf apPOL block
O=C(NCCc1ccccc1)C1CCN(CC2CC=CCC2)CC1 (stereo not drawn)	0	-8
N#CC(=Cc1ccc(-c2ccccc2C(F)(F)F)o1)C(=O)O	·	-1
O=C(C1CCCCC1)N1C[C@H](O)[C@@H](n2cc(-c3ccc(F)cc3)nn2)C[C@@H]1c1ccccc1	-3	-4
Cc1ncc([N+](=O)[O-])n1Cc1ccc(Br)cc1	1	21
Cc1cccc(C(C)(C)C)c1OCCn1ccnc1	-1	-9
COc1ccc(-c2nn[nH]n2)cc1OC	4	-9
Cc1cccc(-n2ccnc2SCC(=O)Nc2ccccc2C(F)(F)F)c1	24	-3
CCC(=O)Nc1ccc2c(c1)CC(C(=O)NCCCOC)CO2 (stereo not drawn)	-2	-2
Cc1ccnc(NC(=O)C(C)N2C(=O)c3ccccc3C2=O)c1 (stereo not drawn)	0	-6
CC1=CC(=C2C(=O)NC(=O)NC2=O)C=C(C)N1Cc1ccccc1	0	4
Cc1nccn1CC(=O)N1CCCC(OCc2nc(C(C)C)no2)C1 (stereo not drawn)	-7	-2
Cc1cc(Cl)ccc1OCc1nc(-c2cccnc2)no1	-3	-16
c1ccc(CCN2CCN(CCc3ccccn3)CC2)nc1	-5	-3
CCC(=O)Nc1ccc(C(=O)Nc2ccccc2OC)cc1	-4	2
CCC(=O)Nc1nonc1-c1nc2ccccc2n1Cc1ccc(F)cc1Cl	5	-2
Cc1cc(NC(=O)C2CCN(C(=O)c3cc(-c4ccco4)[nH]n3)CC2)no1	22	-5
CCOc1ccc(NC(=O)c2c(-c3ccccc3)noc2C)c([N+](=O)[O-])c1	16	-7
O=C1C2C3C=CC(C3)C2C(=O)N1CCC1=CCCCC1 (stereo not drawn)	-15	-1
CC(C)NC(=O)c1ccc(OCC2CCCN2C(=O)C2CCCC2)cc1 (stereo not drawn)	-6	1
Cc1ccc2[nH]c3nc4nncn4nc3c2c1	0	-2
C[C@H]1[C@@H]2C[C@H]([C@H]3CCCCN31)[C@H](OC(=O)NCc1ccc(Cl)cc1)C2	53*	-8
COc1cc(C=O)cc(C=O)c1O	1	-2
O=C(c1ccc(Cl)s1)N1CCC(c2nc(-c3ccccc3)no2)C1 (stereo not drawn)	-11	-4
O=C(Cc1ccccc1)Nc1c2c(nn1-c1ccc([N+](=O)[O-])cc1)CS(=O)(=O)C2	2	-2
Cc1ccc(-c2nc3ccccc3s2)cc1NC(=O)c1cccnc1Cl	8	-1
CC(Sc1oc(-c2ccco2)nc1S(=O)(=O)c1ccccc1)c1ccccc1 (stereo not drawn)	6	-7
COc1cccc(C(=O)N2CSCC2C(=O)NCCc2cscn2)c1 (stereo not drawn)	-6	-5
Cc1cccc(N2N=NC3C(=O)N(c4ccc(F)cc4)C(=O)C32)c1 (stereo not drawn)	-3	1
Cn1nc(-c2nc(-c3cccc(F)c3)no2)c2c1CCN(C(=O)Cc1cccc(F)c1)C2	5	-3
COc1ccccc1NC(=O)CC1Nc2ccccc2NC1=O (stereo not drawn)	-2	-11
CCCSc1nc2ccccc2c(=O)n1C1CCCC1	-79	2
Cc1ccc(NC(NC(=O)c2cccc([N+](=O)[O-])c2)C(Cl)(Cl)Cl)c(C)c1 (stereo not drawn)	62*	-2

Retrieved by compound from the entries so far, two records:
SMILES	mHTT-CaM PPI inh	Pf apPOL block
Cn1nc(-c2nc(-c3cccc(F)c3)no2)c2c1CCN(C(=O)Cc1cccc(F)c1)C2	5	-3
COc1ccccc1NC(=O)CC1Nc2ccccc2NC1=O (stereo not drawn)	-2	-11

Entries of single compounds, looked up by structure:
COc1cccc(C(=O)N2CSCC2C(=O)NCCc2cscn2)c1 (stereo not drawn) is listed with mHTT-CaM PPI inh = -6; Pf apPOL block = -5
O=C(c1ccc(Cl)s1)N1CCC(c2nc(-c3ccccc3)no2)C1 (stereo not drawn) is listed with mHTT-CaM PPI inh = -11; Pf apPOL block = -4

Entries listed so far that have a COOH group (4):
SMILES	mHTT-CaM PPI inh	Pf apPOL block
COc1cc(/C=C2/C(=O)N(c3ccc(C(=O)O)cc3)N=C2C)cc(OC)c1OC	1	0
COC(=O)c1ccc(C=C2SC(=S)N(C(CC(=O)O)C(=O)O)C2=O)cc1 (stereo not drawn)	1	0
CC(C)c1ccc(C=C2SC(=S)N(C(CC(=O)O)C(=O)O)C2=O)cc1 (stereo not drawn)	6	-23
N#CC(=Cc1ccc(-c2ccccc2C(F)(F)F)o1)C(=O)O	·	-1
